Compound activity (PubChem BioAssay)
MEKK2wt PB1 HTS: modulators of MEK5 binding to wildtype MEKK2, primary screen, biochemical, multiplex bead flow cytometry, Alexa488-MEK5; Mitogen-activated protein kinase kinase kinase 2 (Homo sapiens), Q9Y2U5; Alexa488-MEK5 binding to MEKK2 WT; actives lie on both sides; binding response (% of control), % at 10 µM; 290,000 tested, 1.1% active; AID 1531, 2009; in the data active = binding response below about 67% or above about 130%
GalR3 antag: GalR3 antagonists in HEK293 cells, primary screen, cell-based, fluorescence readout | Galanin receptor type 3 (Homo sapiens), O60755 | HEK293 GalR3-CNG cAMP membrane potential fluorescence; galR3 body fused to GalR1 C-terminus | inhibition, % at 3 µM | 360,000 tested, 0.44% active | AID 651719, 2012;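 active = inhibition above the screen-wide average plus 3 SD, cut at about 13% in these data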;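 also: forskolin and galanin both at EC90 stimulate the cells; cAMP rise reported by CNG channel membrane potential dye signal; 0% = forskolin plus galanin with DMSO and 100% = forskolin alone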
OXTR agonist: human OXTR agonists, primary screen, fluorescence, CHO-OTR cells, Fluo-8 calcium | activation, % at 3 µM | AID 2435, 2010 | Fluo-8 calcium fluorescence; normalized: DMSO 0%, oxytocin 100% | 320,000 tested, 0.32% active | Oxytocin receptor (Homo sapiens), P30559;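 active = activation above the mean of all tested compounds plus 3 SD, cutoff set per screening run, cut at about 20% in these data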;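 also: peak over basal fluorescence ratio from a 100 s FLIPR kinetic read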
Target sequence (P30559 whole entry, looked up): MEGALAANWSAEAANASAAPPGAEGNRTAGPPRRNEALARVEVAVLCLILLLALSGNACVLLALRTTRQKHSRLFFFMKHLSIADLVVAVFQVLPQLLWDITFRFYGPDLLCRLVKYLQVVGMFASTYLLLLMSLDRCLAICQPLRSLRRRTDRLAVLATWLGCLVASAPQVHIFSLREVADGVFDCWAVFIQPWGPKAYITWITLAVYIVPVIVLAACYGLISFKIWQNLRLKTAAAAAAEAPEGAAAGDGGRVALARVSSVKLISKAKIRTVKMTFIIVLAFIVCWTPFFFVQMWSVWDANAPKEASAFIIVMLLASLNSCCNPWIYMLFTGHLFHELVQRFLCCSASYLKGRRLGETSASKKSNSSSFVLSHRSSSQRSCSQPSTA
OXTR potentiate: human OXTR potentiators, primary screen, fluorescence, CHO-OTR cells, Fluo-8 calcium | Oxytocin receptor (Homo sapiens), P30559 | Fluo-8 calcium fluorescence, potentiator mode; 0% = oxytocin EC15, 100% = EC100 | activation, % at 3 µM | 320,000 tested, 0.061% active;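 active = activation above that plate's cutoff, the mean activation of tested compounds plus 3 SD, cut at about 6.6% in these data, passing the limit was not always enough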;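 also: 100% uses oxytocin at 75 nM as the full agonist control; some results filed as inactive read as strong as hits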
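Measured by – Fluo-8 calcium dye fluorescence · Test system – human OTR in CHO cells · Dosing – one concentration, 3.0 µM compound · Controls – EC15 oxytocin alone as 0%, 75 nM oxytocin as 100% · Evaluation – normalized max/min fluorescence ratio, % activation · Timing – 6 min pre-incubation, 100 s read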
MEKK2mut PB1 HTS: MEK5 binding signal on mutant MEKK2 PB1, primary screen, biochemical, multiplex bead flow cytometry, Alexa488-MEK5; Alexa488-MEK5 binding to MEKK2 mutant; percent response, % at 10 µM; 290,000 tested, 0.35% active; AID 1530, 2009; in the data active = percent response above about 24%, passing the limit was not always enough; also: inactives centre near 1; some results filed as inactive read as strong as hits
GPR7 antagonist: GPR7 receptor antagonists, primary screen, cell-based, fluorescence, single concentration. Neuropeptides B/W receptor type 1 (Homo sapiens), P48145. GPR7-expressing cells, fluorescence antagonist assay. inhibition, % at 4.4 µM. 290,000 tested, 1.1% active; in the data active = inhibition above about 16%, passing the limit was not always enough;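 also: cells stimulated with the agonist NPW; 0% = agonist with vehicle and 100% = vehicle without agonist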
PfM18AAP inh: PfM18AAP inhibitors, malaria aminopeptidase, primary screen, biochemical, QFRET, recombinant enzyme; M18 aspartyl aminopeptidase (Plasmodium falciparum 3D7); H-Glu-NHMec fluorogenic cleavage; inhibition, % at 7.35 µM; 290,000 tested, 1.2% active; AID 1822, 2009;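 active = inhibition above the campaign mean inhibition over all tested compounds plus 3 SD, cut at about 28% in these data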;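 also: 0% = plate median of test compound wells and 100% = 2 mM ZnCl2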
V1aR counter: agonists of human V1a receptor, primary screen, counter-screen for OXTR agonist project, fluorescence, CHO-V1R cells; activation, % at 3 µM; Fluo-8 calcium fluorescence, agonist mode; 0% DMSO, 100% 3 nM vasopressin; 320,000 tested, 0.25% active; Vasopressin V1a receptor (Homo sapiens), P37288;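 active = activation above the mean activation of all tested compounds plus 3 SD, per screening run, cut at about 20% in these data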;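 also: signal is peak over basal fluorescence ratio across a 100 second FLIPR read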
Target sequence (P37288 whole entry, looked up): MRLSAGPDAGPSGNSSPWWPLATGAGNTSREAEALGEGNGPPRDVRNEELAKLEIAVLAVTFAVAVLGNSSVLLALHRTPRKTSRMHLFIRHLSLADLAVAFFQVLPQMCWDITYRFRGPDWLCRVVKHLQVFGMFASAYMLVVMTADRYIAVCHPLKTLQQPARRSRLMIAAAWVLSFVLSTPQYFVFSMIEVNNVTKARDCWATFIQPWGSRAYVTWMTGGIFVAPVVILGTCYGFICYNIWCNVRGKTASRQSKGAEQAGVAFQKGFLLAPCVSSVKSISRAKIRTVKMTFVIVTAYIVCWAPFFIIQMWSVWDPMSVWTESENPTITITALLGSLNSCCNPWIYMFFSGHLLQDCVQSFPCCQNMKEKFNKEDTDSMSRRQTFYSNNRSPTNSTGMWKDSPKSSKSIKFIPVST
NALP1 inh: NALP1 inflammasome inhibitors in reconstituted yeast, colorimetric, S. cerevisiae, triplicate retest; inhibition, % at 10 µM; 280,000 tested, 0.61% active; AID 2071, 2009; S. cerevisiae NALP1/ASC/caspase-1 growth, X-gal OD620, 72 h; in the data active = inhibition mostly above about 24%, no sharp cut-off; inactive = mostly below about 32%; also: some compounds called inactive have numbers as strong as hits
* = called active by the depositor; / = not tested or not shown; & = joins results of further samples.

SMILES	MEKK2wt PB1 HTS	GalR3 antag	OXTR agonist	OXTR potentiate	MEKK2mut PB1 HTS	GPR7 antagonist	PfM18AAP inh	V1aR counter	NALP1 inh
CC(C(=O)NC1CCCCCC1)n1cc([N+](=O)[O-])cn1 (configuration not stated)	98	-8	-0.2	-5	-7	3	-4	-0.1	-9
CCN1CCN(C(=O)c2ccc(Cl)c(S(=O)(=O)N3CCCCC3)c2)CC1	105	0	-0.2	-2	6	-5	0	0.7	16
Cc1nc(-c2ccccc2)sc1C(=O)NN	100	-2	-0.8	-13	0	-5	7	0.3	18
COc1ccc(OCc2nnc3n2N=C(c2ccc(Br)cc2)CS3)cc1	93	-3	-0.8	-16	-2	17	0	-0.1	3
CCN1CCN(Cc2ccc(NC(=O)c3cc(NC(=O)c4ccno4)cc(OC)c3)cc2C(F)(F)F)CC1	111	-7&-5	5.6	-11	6	/	/	1.2	/
O=c1c2ccccc2nc2n1C(CBr)CS2 (configuration not stated)	101	-6	0.1	-7	1	6	2	1.0	10
O=C1OCC2=C1C(c1ccccc1)CC(=O)N2c1ccc(F)cc1 (configuration not stated)	98	-2	-0.3	-17	0	-14	-1	-0.4	-8
Cn1cnnc1SCC(=O)Nc1ccc(S(N)(=O)=O)cc1	111	-3	0.9	5	10	-16	-6	0.9	2
CCOC(=O)c1ccc(-n2c(CN3CCOCC3)nc3ccc([N+](=O)[O-])cc3c2=O)cc1	94	-4	-0.3	-3	-6	-17	1	1.6	-7
Cc1ccc(S(=O)(=O)N2[C@@H](c3ccc(C(C)C)cc3)C(C(=O)O)=C[C@H]2C(C)(C)C)cc1	/	-6	-0.4	-3	/	/	/	0.4	/
O=C(CC1NCCNC1=O)OCCCc1ccccc1 (configuration not stated)	104	4	2.2	1	8	-18	-2	0.2	5
COc1ccc(C(=O)NCCc2c[nH]c3ccc(OC)cc23)cc1	101	-15	-0.4	-14	5	18	-4	1.8	3
COc1ccc(-n2nnc3c(SCc4ccccc4)ncnc32)cc1	105	0	-1.2	-17	0	-11	3	0.8	-10
CCOC(=O)c1cnc2c(C)c(C)ccc2c1Nc1ccc(S(=O)(=O)Nc2ncccn2)cc1	103	-5	0.6	1	8	-1	-2	0.7	1
COc1ccccc1/C(C)=N/Oc1cc(N)cc([N+](=O)[O-])c1	/	-2	-1.3	-4	/	/	/	0.1	/
CC(C)(C)c1ccc(C(=O)NCC(=O)OCCN2C(=O)c3ccccc3C2=O)cc1	/	-5	-0.3	-1	/	/	/	4.0	/
NC1=NC(=O)C(Cc2ccccc2)S1 (configuration not stated)	99	3	-0.2	2	-2	-7	-9	2.5	11
CCCOC(=O)C1=C(C)NC2=C(C(=O)CC(C)(C)C2)C1c1cccnc1 (configuration not stated)	102	-5	-1.9	-7	0	-7	3	-0.6	29
Cc1c(NC(=O)/C(C#N)=C/c2ccc(-c3ccccc3Cl)o2)c(=O)n(-c2ccccc2)n1C	117	-3	1.4	-11	36	2	-4	0.7	14
Cc1ccc(CNC(=O)c2ccc(N3CCC4(CC3)CC(c3cccc(Br)c3)=NO4)c([N+](=O)[O-])c2)cc1	/	-2	0.2	-2	/	/	/	-0.1	/
Cc1ccc(O)c(NC(=O)c2ccccc2-c2ccccc2C(=O)O)c1	107	-6	1.2	1	7	-9	-1	1.4	20
O=c1c2cnn(-c3ccccc3)c2ncn1Cc1ccccc1	114	-6	-0.5	-9	5	6	-15	1.1	16
Cc1nccc(-c2cccc(NC(=O)Nc3ccc(Cl)cc3)c2)n1	101	0	7.7	-15	3	0	2	8.7	-2
Cc1ccccc1C(=O)N1CCC(C(=O)OCc2ccccc2Cl)CC1	/	-6	4.2	-12	/	/	/	4.8	/
CCn1c(=O)n(CC(=O)NCC2CCCO2)c(=O)c2c3c(sc21)CCCC3 (configuration not stated)	102	0	-2.1	1	0	-10	-3	-0.6	4
COC(=O)C1=C(CCc2ccccc2)NC(=O)NC1c1ccc(C#N)cc1 (configuration not stated)	101	0	-1.3	-1	3	/	/	-0.6	/
Cc1nnc(SCCC(=O)Nc2ccc(Cl)cc2)o1	116	-8	0.8	3	13	-16	2	1.8	-2
Cc1ccc(-c2noc(=O)n2CC(=O)c2ccc(Cl)cc2)cc1	98	-6	-2.1	-9	-47	4	0	-1.4	16
Cc1ccc2nc(SCC(=O)c3ccc(Cl)s3)[nH]c2c1	100	-9	2.5	-4	2	-7	4	-0.1	15
Cc1ccc(Cl)cc1NC(=O)N[C@@H](CC(C)C)C(=O)O	101	-3	-0.4	-3	3	-14	-14	0.0	31
C=CCNC(=S)Nc1ccc2nc(C)oc2c1	96	0	2.2	4	-5	-6	10	1.2	-6
Cc1noc(C)c1C(=O)NCCc1ccc(Cl)cc1	100	/	-0.5	8	0	-17	-1	0.7	8
Cc1cc(C)c(-c2csc(NC(=O)C3=COCCO3)n2)c(C)c1	/	-5	0.4	-7	/	/	/	0.7	/
Cc1ccccc1NC(=O)c1cccnc1	96	-10	0.2	1	-9	8	-1	0.0	13
COc1cccc(CNC(=O)Cc2ccc(NC3=NC4CS(=O)(=O)CC4S3)cc2)c1 (configuration not stated)	99	/	-0.7	-1	-7	-11	-1	-0.6	-2
O=C(c1ccc2c(=O)n3c(nc2c1)CCCCC3)N1CCN(c2cccc(Cl)c2)CC1	107	/	0.6	-4	8	-6	1	1.6	6
COc1ccc(C(C(=O)NCCC(C)C)N(CCO)C(=O)c2snc(C(N)=O)c2N)cc1 (configuration not stated)	111	-11	-0.3	-14	10	-7	-4	0.8	4
COc1ccc(C(=O)NNC2=NC(C)(C)Cc3ccccc32)cc1	95	0	-0.3	-7	1	9	2	0.4	22
CCOc1ccc(NC(=O)CC2SC(N)=NC2=O)c([N+](=O)[O-])c1 (configuration not stated)	101	0	1.5	-7	-2	-1	-7	-0.8	-8
Cc1ccc(C2=[N+]([O-])C(C)N(O)C2(C)C)o1 (configuration not stated)	107	-2	1.0	-5	5	19	-2	0.5	0
CCN1CCN(C(=O)c2ccccc2N(C)S(=O)(=O)c2ccc(C)cc2)CC1	95	-5	0.7	-9	0	-20	2	0.3	28
Cc1ccc(-c2cc(C(=O)N3CCCC3)c3ccccc3n2)s1	99	-3	-1.2	1	7	-19	-3	0.2	10
Cc1ccc(NC(=S)NC(=O)CC2CC(C)(C)OC2=O)cc1 (configuration not stated)	100	0	-0.4	-5	5	-19	-10	-0.3	-10
Cc1ccc(/C=N/NC(=O)C2COc3ccccc3O2)s1 (configuration not stated)	/	1	-1.0	-11	/	/	/	-0.4	/
COc1ccccc1-c1nc(-c2ccc(Br)cc2)no1	100	-13	-0.7	-3	0	3	-13	-0.3	32
CCOc1ccccc1NC(=O)N1CCCC1C(=O)NCc1ccco1 (configuration not stated)	95	-6	/	/	-2	11	7	/	3
O=C(COC(=O)CNC(=O)c1ccc(Cl)cc1Cl)Nc1ccc(N2CCOCC2)cc1	106	-1	0.8	-9	2	5	9	0.4	15
O=C1CCN(C2CCN(Cc3nc(Cc4ccccc4F)no3)CC2)CCN1	83	-3	0.4	-2	-16	10	0	1.1	-4
O=S(=O)(c1ccccc1)N1CCn2c(nc3ccccc32)C1	110	/	-1.2	-3	10	-14	-1	0.2	0
CCO[C@H]1OC(C(=O)N2CCN(C)CC2)=C[C@@H](C)[C@@H]1CCCO	110	-6	0.9	-1	6	-8	-1	0.6	-1

Reprinted at random: 4 entries already listed, in no set order.
SMILES	MEKK2wt PB1 HTS	GalR3 antag	OXTR agonist	OXTR potentiate	MEKK2mut PB1 HTS	GPR7 antagonist	PfM18AAP inh	V1aR counter	NALP1 inh
O=C1CCN(C2CCN(Cc3nc(Cc4ccccc4F)no3)CC2)CCN1	83	-3	0.4	-2	-16	10	0	1.1	-4
CCOC(=O)c1cnc2c(C)c(C)ccc2c1Nc1ccc(S(=O)(=O)Nc2ncccn2)cc1	103	-5	0.6	1	8	-1	-2	0.7	1
Cc1ccc(-c2cc(C(=O)N3CCCC3)c3ccccc3n2)s1	99	-3	-1.2	1	7	-19	-3	0.2	10
CCN1CCN(C(=O)c2ccc(Cl)c(S(=O)(=O)N3CCCCC3)c2)CC1	105	0	-0.2	-2	6	-5	0	0.7	16

Next part
SMILES	MEKK2wt PB1 HTS	GalR3 antag	OXTR agonist	OXTR potentiate	MEKK2mut PB1 HTS	GPR7 antagonist	PfM18AAP inh	V1aR counter	NALP1 inh
NS(=O)(=O)c1ccc(NNC(=O)c2sccc2Cl)cc1	102	-4	0.9	-3	2	-5	52*	0.6	/
O=C(O)CCCC(=O)NCCCc1ccccc1	92	-1	-0.1	-3	-5	-3	-7	0.9	7
CCCC(=O)Nc1ccc(C(=O)n2ccc(C)n2)cc1	91	-2	-0.1	-18	-9	-2	-7	-0.3	-6
COCc1cc(=O)n2[nH]c(C)nc2n1	82	-6	0.1	-5	-10	-2	-5	1.0	2
C#CCOCCOCCOCCNc1nc(N2CCN(C(=O)C([C@@H](C)CC)n3cc(C(N)CC(C)C)nn3)CC2)nc(N2CCN(C(=O)[C@H](CCC(=O)O)n3cc(C(N)[C@H](C)CC)nn3)CC2)n1 (some centres not stated)	101	-4	0.2	-3	5	-2	-1	-0.6	12
COc1ccccc1NC(=O)c1ccc2c(c1)OCO2	107	-10	-1.4	-14	2	-8	0	-0.6	25
COc1ccc(S(=O)(=O)N2CCN(C(=O)CN3C(=O)NC(C)(C)C3=O)CC2)cc1	/	-5	0.3	4	/	/	/	0.1	/
O=C(CCNC(=O)c1ccccc1)NCC1CCCCC1	98	-4	0.6	-6	-2	-7	-3	-0.1	14
CC(Nc1cc(N2CCN(C(=O)C(C)(C)C)CC2)ccc1[N+](=O)[O-])c1ccccc1 (configuration not stated)	98	-7	-1.5	-1	1	4	7	-0.9	12
O=C1CC(N2CCN(S(=O)(=O)c3ccccc3F)CC2)C(=O)N1c1ccccc1Cl (configuration not stated)	/	-3	1.1	-10	/	/	/	2.0	/
O=C(c1cc(-c2ccc(Cl)cc2)n[nH]1)N1CCc2ccccc2C1	97	-10	-2.7	-4	1	-6	3	-0.8	5
NC(=O)CSC1=Nc2ccccc2C2=NC(CC(=O)NCc3cccs3)C(=O)N12 (configuration not stated)	94	-2	-0.5	-9	-4	-7	3	0.2	-4
Cc1cc(SCC(=O)Nc2cccc(S(=O)(=O)NC3=NCCCCC3)c2)nc2ccccc12	101	1	1.2	-1	-2	2	8	0.4	16
COc1ccc(NC(=O)CN(C)S(=O)(=O)c2ccc3c(c2)CCC(=O)N3)c(OC)c1	101	-4	-0.7	-6	5	-4	-8	-0.1	-7
N#Cc1nc(Cc2ccccc2)oc1NCc1ccccc1Cl	/	-2	-2.1	-23	/	10	-6	-1.7	9
